# Assay outcomes: PubChem, NMMLSC
# Myeloid diff 2 = myeloid differentiation induction | ER-HoxA9 myeloid progenitors, lysozyme-GFP differentiation, flow cytometry | calls only at 10 µM | 360,000 compounds, 1% hits | AID 624256;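 active means normalized GFP-positive differentiation at or above the plate's own cutoff, the solvent-only control mean plus 3 SD; inconclusive means no clear call, values can overlap the other calls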;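 further: cells exposed to compound for four days before flow analysis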
# Myeloid diff 2 GFP+ MAC1+ % = second read-out of Myeloid diff 2, no call of its own (marks repeat the call); GFP+ MAC1+ double positive, %; measured here: differentiation confirmed by MAC1 staining
# * marks the source's active call; other numbers are inactive results; i = inactive; ? = inconclusive; · = not tested or not shown; + = active, no number.
SMILES	Myeloid diff 2	Myeloid diff 2 GFP+ MAC1+ %
COC(=O)C1(C(=O)OC)c2cc3c(cc2CN(S(=O)(=O)c2ccc(C)cc2)C1CC(C)=O)OCO3 (stereo not given)	i	4.5
Cc1ccc(S(=O)(=O)N2[C@H](c3cccc(Cl)c3)CC(=O)[C@@H]3CN(S(=O)(=O)c4ccccc4C)[C@H](c4ccc(Cl)cc4)C[C@@H]32)cc1	?	·
CCN1C(=O)[C@@H]2[C@@H](c3ccc(-c4ccc(Cl)c(Cl)c4)c(OC)c3)N3CCC[C@@]3(C(=O)OC)[C@@H]2C1=O	i	0.0
COc1ccc([C@H]2CC(=O)C[C@@H](CCn3nnc4ccccc43)O2)cc1	i	1.8
COc1ccc(NC(=O)Nc2ccc3c(c2)C(=O)N([C@H](C)CO)C[C@H](C)[C@@H](CN(C)C(=O)Nc2c(C)noc2C)O3)cc1	i	1.2
O=C(NCc1ccco1)c1cccc(-c2ccc3nccn3c2)c1	i	1.0
COCCNC(=O)c1cccc2c(-c3cccc(C(N)=O)c3)coc12	i	2.1
Cc1cc(C)c(S(=O)(=O)N2CCN(C(=O)C3CC3)CC2)c(C)c1	i	0.9
COc1ccc(Nc2c(-c3ccc(F)cc3)nc3nc(C)cc(C)n23)cc1	i	0.5
O=C1C=CC(=O)N1c1ccccn1	i	0.9
Cc1ccc(NCCCn2cnc(C(=O)Nc3ccc(C)c(C)c3)n2)cc1C	i	0.5
COC(=O)[C@]1(C)N[C@H](CN(C)C(C)=O)[C@@H]2C(=O)N(C)C(=O)[C@@H]21	i	1.2
O=C1C=C(c2ccccc2Oc2ccccc2)C[C@@H](c2ccc(F)cc2)C1	i	1.8
OCc1ccccc1-c1nc(NCC2CC2)nc2ccsc12	i	0.9
COc1ccc(NC(=O)c2cc(S(=O)(=O)N3CCCC3)ccc2C)cn1	i	0.7
Cc1ccc(OC2CCN(C(=O)[C@H]3O[C@@H](n4cnc5c(N)ncnc54)[C@H](O)[C@@H]3O)CC2)cc1	i	1.0
Cc1ccccc1NC(=O)COC(=O)COc1ccc2c(c1)CCC2	i	0.5
O=C(NCCCN1CCOCC1)c1cccc(NS(=O)(=O)c2ccc(Br)cc2)c1	i	0.4
CCOC(=O)C(Cc1ccccc1)C(=O)c1ccco1 (stereo not given)	i	3.2
CC(=O)Nc1ccc(S(=O)(=O)N2CCN(c3ccc(C(C)=O)cc3)CC2)cc1	i	0.2

# 3 of the compounds above, field by field.
> COC(=O)[C@]1(C)N[C@H](CN(C)C(C)=O)[C@@H]2C(=O)N(C)C(=O)[C@@H]21
- Myeloid diff 2: i
- Myeloid diff 2 GFP+ MAC1+ %: 1.2
> O=C1C=C(c2ccccc2Oc2ccccc2)C[C@@H](c2ccc(F)cc2)C1
- Myeloid diff 2: i
- Myeloid diff 2 GFP+ MAC1+ %: 1.8
> OCc1ccccc1-c1nc(NCC2CC2)nc2ccsc12
- Myeloid diff 2: i
- Myeloid diff 2 GFP+ MAC1+ %: 0.9

# Remaining list, next part:
SMILES	Myeloid diff 2	Myeloid diff 2 GFP+ MAC1+ %
COc1ccccc1N1CC(C(=O)OC(C)C(=O)Nc2ccc(F)cc2)CC1=O (stereo not given)	i	0.9
COc1cc2oc(=O)cc(-c3ccc(-c4ccc(C(F)(F)F)cc4)cc3)c2c(OC)c1OC	i	1.3
CCOC(=O)C1CCN(C(=O)CCn2c(=O)oc3ccccc32)CC1	i	0.4
CC1(NC(=O)Nc2cc([N+](=O)[O-])ccc2O)CCS(=O)(=O)C1 (stereo not given)	i	1.3
CC1(C(=O)NCc2cccs2)Cc2c(-c3ccc4c(c3)OCO4)ccnc2O1 (stereo not given)	?	·
CC1=C(C(=O)N(C(C)C)C(C)C)CC(CC(=O)NCc2cccc3ccccc23)C(=O)N1Cc1ccc(C(C)(C)C)cc1 (stereo not given)	i	4.2
O=S1(=O)CC(N2CCSCC2)CN1Cc1cn(Cc2cccc(C(F)(F)F)c2)nn1 (stereo not given)	i	0.9
Brc1ccc(CN2CC[C@H]3C=CCc4cccc(c43)C2)cc1	i	0.8
NC(CCc1ccccc1)c1csc(NC(=O)NCC2CCCCC2)n1 (stereo not given)	i	0.9
Cc1ccc([C@H]2C[C@@H](O)[C@H](n3cc(C4CC4)nn3)CN2C(=O)c2cccs2)cc1	i	1.5
COc1cc2[nH]c(O)c(C=O)c2cc1OC	i	0.7
Cc1cc(C)n2nc(C(=O)OCC(=O)NNC(=O)c3ccccc3)nc2n1	i	1.3
CCOC(=O)CCC(=O)Nc1ncnc2c1C(c1ccccc1)c1c(ccc3ccccc13)O2 (stereo not given)	i	2.4
CCOC(=O)[C@H]1[C@H]2COc3ccc(C)cc3[C@@H]2N2C(=O)CN(CC3CCCO3)C(=O)[C@@]12C (stereo not given in full)	i	1.3
CNc1nc(=O)n(C2CCCO2)cc1C (stereo not given)	+	23.7*
CC(C)NC(=O)N(C)C[C@H]1Oc2ccc(NS(=O)(=O)c3cn(C)cn3)cc2C(=O)N([C@H](C)CO)C[C@@H]1C	i	0.7
COCc1c(C(=O)OCC(=O)Nc2ccc(OC(F)F)cc2)oc2ccccc12	i	0.2
CC(=NNC(=S)N1CCCCC1)c1cccc(C)n1	?	·
O=S1(=O)CC(N2CC=CC2)CN1Cc1cn(Cc2ccccc2)nn1 (stereo not given)	i	0.9
CC1(C(=O)Nc2cccc(NS(C)(=O)=O)c2)CCN1Cc1ccccc1OC(F)F (stereo not given)	i	0.8
COc1ccc(Nc2nccc3c2ncn3C)cc1	i	1.1
CCOC(=O)C1(C)CCN1C(=O)c1cccc(OC(F)(F)F)c1 (stereo not given)	i	1.0
COc1ccc(CC(=O)OCC(=O)Nc2ccc(OC(F)F)cc2)cc1OC	i	0.4
c1ccc(CNc2ncnc3[nH]ncc23)cc1	i	1.2
Cc1ccc(O)c(Cc2cc(C)cc(Cc3cc(C)ccc3O)c2O)c1	i	1.0
O=C1[C@@H](Oc2ccccc2)[C@@H](c2ccccc2)N1c1cccnc1	i	3.5
CC(NC(=O)c1ccccc1Cl)C(=O)Nc1ccc2c(c1)OCO2 (stereo not given)	i	0.7
CCCN(CC(=O)Nc1ccccc1C)C(=O)Cc1n[nH]c(=O)c2ccccc12	i	0.1
C=C[C@@H]1c2cc(C)ccc2N(S(=O)(=O)c2ccc(C)cc2)[C@H](c2ccccc2C(F)(F)F)C1(C#N)C#N	i	0.4
CN(CC(=O)Nc1cccc(S(=O)(=O)N(C)c2ccccc2)c1)Cc1cccs1	i	1.0
COC(=O)C1(Cc2cc(-c3ccc([N+](=O)[O-])cc3)no2)CCN(C(=O)OC(C)(C)C)CC1	i	0.7
CN(C)S(=O)(=O)c1ccc(NC(=O)CSc2nnc(-c3ccco3)o2)cc1	i	1.1
O=C(NCCCc1ccccc1)c1cccc(NC(=O)C2CC2)c1	i	0.2
COC(=O)c1sc(NC(=O)COc2ccc(OC)cc2)nc1C	i	1.3
COC(=O)C1=C(C)N(Cc2ccccc2)C(=NCc2ccccc2)N[C@H]1c1ccccc1	i	2.5
CCOc1ccc(C(=O)NNC(=O)CN2C(=O)C3CC=CCC3C2=O)cc1OC (stereo not given)	i	1.0
CCC(c1nnc(SCC(=O)NCC2CCCO2)n1Cc1ccccc1)N(C)C (stereo not given)	i	0.6
COC(=O)N(C)C[C@H]1OCc2cnnn2CCCC(=O)N([C@@H](C)CO)C[C@@H]1C	i	1.1
COc1ccc(NC(=O)N(C)C[C@@H]2OCc3cnnn3CCCC(=O)N([C@@H](C)CO)C[C@H]2C)c(OC)c1	i	0.9
Cc1noc(C)c1C(=O)NC(Cc1c[nH]c2ccccc12)C(=O)O (stereo not given)	i	0.5
CN(CC(=O)Nc1ccc(Cl)c(C(F)(F)F)c1)S(=O)(=O)c1cnc[nH]1	i	0.4
OC[C@@H]1CN(C2CCCC2)C[C@H](n2cnc3c(N4CCCC4)ncnc32)O1	i	0.9
Cc1c(NC(=O)C(C)OC(=O)c2ccc([N+](=O)[O-])cc2Cl)c(=O)n(-c2ccccc2)n1C (stereo not given)	i	0.7
CN(N=O)c1ccc(CC2CCc3ccccc32)cc1 (stereo not given)	i	1.0
Cc1cc(C(=O)CSc2nnc(-c3ccco3)o2)c(C)n1C	i	0.3
CCCCn1nnnc1C(c1cc2ccccc2o1)N1CCN(CCN(C)C)CC1 (stereo not given)	i	1.0
COc1ccc(CN(CC(O)COCc2ccccc2)S(=O)(=O)c2ccccc2Br)cc1OC (stereo not given)	i	0.2
CCOc1ncccc1C(=O)Nc1cc(S(=O)(=O)N2CCCCC2)ccc1C	i	0.4
COc1ccc(C(=O)Nc2ccc(NC(C)=O)cc2)cc1S(=O)(=O)N(C)Cc1ccccc1	i	0.3
COc1ccc2c(c1)C(=O)CC(c1ccccc1)O2 (stereo not given)	i	0.2
Cc1ccc(S(=O)(=O)NCc2ccccc2)cc1C(=O)NCC(=O)Nc1c(C)cccc1C	i	0.7
C(=Nn1cnnc1)c1ccc2c(c1)CCC2	i	1.9
CN(C(=O)c1cccc(NC(=O)Cc2ccc(NC(=O)C3CCCN(C(=O)CCc4ccccc4)C3)cc2)c1)C1CCCCC1 (stereo not given)	i	0.8
COc1ccccc1S(=O)(=O)NCc1ccc(C(=O)NC(C)c2ccccn2)cc1 (stereo not given)	i	0.4
CSCCC(NC(=O)c1ccccc1)C(=O)NCC(C)(C)N1CCOCC1 (stereo not given)	i	0.5
CCCN1CCC(C(=O)NC(c2ccc(Cl)cc2)c2ccsc2)CC1 (stereo not given)	i	1.0
COC(=O)[C@H](Cc1ccccc1)NS(=O)(=O)N[C@@H](Cc1ccccc1)C(=O)OC	i	3.0
O=S(=O)(NC1CCCCCCC1)c1ccc(F)cc1	i	0.4
CC1(C(=O)NS(=O)(=O)Cc2cccc(Cl)c2)CCN1C(=O)c1cccc(F)c1 (stereo not given)	i	0.3
C[C@@H]1CN([C@H](C)CO)S(=O)(=O)c2ccc(C#CC3CCCC3)cc2O[C@H]1CN(C)C(=O)Cc1ccccc1	i	0.9

# Further compounds:
SMILES	Myeloid diff 2	Myeloid diff 2 GFP+ MAC1+ %
CCNC(=O)C1CCCN(C(=O)c2ccc3c(c2)OCO3)CC1 (stereo not given)	i	0.2
COc1cc(OC)cc(-c2c(Sc3ccccc3)c3cc(-c4ccc5c(c4)OCCO5)ccc3n2C)c1	i	1.2
Cc1cccc(OCCCC(=O)NNC(=O)c2ccncc2)c1	i	1.3
COc1cc([N+](=O)[O-])ccc1NC(=O)CN1C(=O)NC2(CCCCC2C)C1=O (stereo not given)	i	0.8
COc1ccc2c(C(=O)NCc3ccc4c(c3)OCO4)c(-c3ccc(S(C)(=O)=O)cc3)sc2c1	i	2.6
CCCC1NC(=O)c2cccnc2-n2c1nc1cc(C)cc(C)c1c2=O (stereo not given)	i	0.8
C[C@H]1CN([C@@H](C)CO)C(=O)CCCn2nncc2CO[C@H]1CN(C)C(=O)CCC(F)(F)F	i	3.5
O=C(COC(=O)c1ccc(S(=O)(=O)N2CCCC2)cc1)Nc1cccc(F)c1	i	0.8
CCCS(=O)(=O)NC(=O)C1(C)CCCN(C(=O)/C=C/c2ccccc2)C1 (stereo not given)	i	1.0
O=C(NN1C(=O)NC2(CCCCC2)C1=O)c1ccc(Cl)s1	i	0.4
CCC(C)(C)c1nnc(NC(=O)CCC2CCCCC2)s1	i	0.3
O=C(Nc1ccc(Br)cc1)C1CCCN(C2=NS(=O)(=O)c3ccccc32)C1 (stereo not given)	i	0.6
OCC1OC(n2ccc3c(NO)ncnc32)C(O)C1O (stereo not given)	?	·
COc1cc(OC)cc(-c2sc3ccc(OC)cc3c2-c2ccc(O)cc2)c1	i	1.0
COC(=O)[C@]1(Cc2ccccc2)N[C@H](CN(C)C(=O)Nc2ccc(C)cc2)[C@@H]2C(=O)N(C)C(=O)[C@@H]21	i	1.2
CC(C)CC1C(=O)N(Cc2cn(CCC3OCCO3)nn2)CCS(=O)(=O)N1Cc1ccc(-c2cccc(CO)c2)cc1 (stereo not given)	i	0.9
O=C(c1cnn(C(=O)CN2CCCC2=O)c1)c1ccccc1O	i	1.7
CCOC(=O)[C@]12CCC=C1N(Cc1ccc(Cl)cc1Cl)C(=O)[C@H](CC(=O)NCCc1ccccc1OC)C2	i	0.5
O=S(=O)(Oc1ccccc1)c1ccc(Cl)c(Cl)c1	i	0.9
COc1ccc(C(CNC(=O)c2cccc(S(=O)(=O)N3CCCC(C)C3)c2)N(C)C)cc1 (stereo not given)	i	0.2

# Reprinted at random: two entries already listed.
SMILES	Myeloid diff 2	Myeloid diff 2 GFP+ MAC1+ %
c1ccc(CNc2ncnc3[nH]ncc23)cc1	i	1.2
COCc1c(C(=O)OCC(=O)Nc2ccc(OC(F)F)cc2)oc2ccccc12	i	0.2

# Compound profiles, from the list above. Order of values: Myeloid diff 2 | Myeloid diff 2 GFP+ MAC1+ %
# `C[C@H]1CN([C@@H](C)CO)C(=O)CCCn2nncc2CO[C@H]1CN(C)C(=O)CCC(F)(F)F` reads i | 3.5
# `COc1ccc(C(CNC(=O)c2cccc(S(=O)(=O)N3CCCC(C)C3)c2)N(C)C)cc1` (stereo not given) reads i | 0.2

# (continued)
SMILES	Myeloid diff 2	Myeloid diff 2 GFP+ MAC1+ %
CCCCNC1=CC(=O)C(NCCCC)=CC1=O	i	0.5
COc1ccccc1NC(=O)c1ccc(NC(=O)c2nc3nccc(C)n3n2)cc1	i	0.4
CCC1(c2ccc(F)cc2)NC(=O)N(CC(=O)N2CCc3ccccc32)C1=O (stereo not given)	i	0.6
CC(=O)NC1CC2CCCC(C1)N2C(=O)Nc1c(C)cccc1C (stereo not given)	i	0.8
O=C(O)c1c2cc(Br)ccc2nc2[nH]c(=O)[nH]c(=O)c12	i	1.1

# The list is partial; rates above refer to the full screens.
